KCNK3 inh – human KCNK3 channel inhibitors, primary screen, CHO cells, FluxOR thallium flux, B-score; FluxOR fluorescence; active compounds read low; B-score at 10 µM; hit rate 0.84% among 340,000; AID 602410, 2012;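 active = B-score under library mean minus 4 SD, starting fluorescence ratio at most library mean plus 5 SD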;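 also: more negative B-score means stronger inhibition of thallium flux through KCNK3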
Target sequence (O14649 whole entry, looked up): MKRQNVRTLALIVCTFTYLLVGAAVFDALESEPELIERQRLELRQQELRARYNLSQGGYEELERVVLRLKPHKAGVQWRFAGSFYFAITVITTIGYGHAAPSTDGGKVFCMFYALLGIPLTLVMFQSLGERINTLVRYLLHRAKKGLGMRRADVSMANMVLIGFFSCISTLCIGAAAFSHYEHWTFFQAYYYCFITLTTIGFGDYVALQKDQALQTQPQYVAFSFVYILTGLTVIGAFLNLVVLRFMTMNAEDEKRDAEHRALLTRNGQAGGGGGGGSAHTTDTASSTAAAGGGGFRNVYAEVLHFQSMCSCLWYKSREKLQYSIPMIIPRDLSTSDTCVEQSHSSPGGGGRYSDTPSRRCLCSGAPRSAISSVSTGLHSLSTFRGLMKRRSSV
TRPC4 act – activators of mouse TRPC4 channel, primary screen, Fluo4 calcium, HEK293 TRPC4beta/mu-opioid cells | Short transient receptor potential channel 4 (Mus musculus), Q9QUQ5 | Fluo4 calcium fluorescence; active compounds read high | B-score at 10 µM | hit rate 0.49% among 310,000 | AID 2237, 2010;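 active = B-score above 5 SD of library B-scores, and initial fluorescence ratio not above library mean plus 5 SD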;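 also: positive B-score marks a calcium rise read as TRPC4 activation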
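Assay system: HEK293 cells stably co-expressing mouse TRPC4beta and mu-opioid receptor / Timing: Fluo4 dye loading 45 min at room temperature, 110 s recording / Signal: Fluo4 calcium-sensitive dye fluorescence, kinetic, 1 Hz baseline / Read-out: integrated baseline-normalised fluorescence ratio, converted to per-well B score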
KCNK9 block – KCNK9 potassium channel inhibitors, primary screen, HEK293 cells, thallium flux; B-score at 10 µM; AID 488922, 2010; FluxOR thallium flux fluorescence; active compounds read low; hit rate 1.2% among 310,000; Potassium channel subfamily K member 9 (Homo sapiens), Q9NPC2;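 active = ratio B-score over 3 SD below the library mean, with starting fluorescence within 5 SD of its mean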;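 also: negative B-score means less thallium flux so channel inhibition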
TRPC4 potent – positive allosteric modulators of TRPC4, primary screen, cell-based, mouse TRPC4beta, HEK293 mu-opioid, Fluo-4 calcium; Short transient receptor potential channel 4 (Mus musculus), Q9QUQ5; B-score at 10 µM; DAMGO EC20, Fluo-4 Ca2+ flux; active compounds read high; AID 2227, 2009; hit rate 0.42% among 310,000;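 active = B-score of calcium response area above 5 SD of library B-scores, with initial fluorescence ratio within 5 SD of library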;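 also: B-score of integrated fluorescence ratio over time as area under calcium response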
DYRK1A inh – rat Dyrk1A kinase inhibitors, primary screen, biochemical, single point, plate reader; ADP-Glo luminescence, NFATc1 peptide; Dual specificity tyrosine-phosphorylation-regulated kinase 1A (Rattus norvegicus), Q63470; hit rate 0.43% among 310,000; inhibition, % at 12.5 µM; in the data active = inhibition above about 50%;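 also: plate controls were vehicle with enzyme for no effect and no enzyme for full effect; many of its hits are not listed in these tables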
Platelet DG rel – inhibitors of platelet dense granule secretion, primary screen, cell-based, MLPCN, human platelets. AID 1663, 2009. human platelet-rich plasma, SFLLRN dense granule ATP release, luminescence. hit rate 0.22% among 300,000. inhibition, %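 (compounds screened at 7.5 µM in platelet-rich plasma)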;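 active = mean replicate score, as percent of positive control, at or above 50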
KCNQ1 pot – potentiators or activators of KCNQ1 channel, primary screen, cell-based, thallium flux, high-throughput; AID 2648, 2010; hit rate 0.35% among 310,000; B-score at 10 µM; CHO-K1 KCNQ1, thallium flux FluxOR fluorescence; active compounds read high;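 active = fluorescence ratio B-score, a plate-corrected score, at least three library SD, with initial intensity B-score within 5 SD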
Target sequence (P51787 whole entry, looked up): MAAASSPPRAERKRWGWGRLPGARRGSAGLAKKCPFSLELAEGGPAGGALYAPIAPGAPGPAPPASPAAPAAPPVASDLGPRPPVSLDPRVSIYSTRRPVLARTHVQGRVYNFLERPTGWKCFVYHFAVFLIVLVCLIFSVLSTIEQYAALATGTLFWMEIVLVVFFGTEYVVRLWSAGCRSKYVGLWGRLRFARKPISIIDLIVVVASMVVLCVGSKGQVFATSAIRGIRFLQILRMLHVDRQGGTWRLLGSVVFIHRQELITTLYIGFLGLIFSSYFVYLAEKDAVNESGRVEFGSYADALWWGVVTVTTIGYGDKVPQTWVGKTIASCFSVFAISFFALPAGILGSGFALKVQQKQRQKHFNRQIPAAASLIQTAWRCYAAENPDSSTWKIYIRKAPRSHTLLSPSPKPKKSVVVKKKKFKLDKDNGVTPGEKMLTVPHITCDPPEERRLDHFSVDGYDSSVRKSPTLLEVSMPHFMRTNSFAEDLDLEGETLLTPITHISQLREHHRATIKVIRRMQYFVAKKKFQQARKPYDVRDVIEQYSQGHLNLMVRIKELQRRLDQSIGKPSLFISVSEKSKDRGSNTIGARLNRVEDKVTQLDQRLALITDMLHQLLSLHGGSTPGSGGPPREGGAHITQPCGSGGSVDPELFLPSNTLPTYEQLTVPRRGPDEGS
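Assay system: CHO-K1 cells stably expressing KCNQ1; Medium: assay buffer with matched DMSO; Also added: K+/Tl+ depolarizing stimulus; Dosing: single dose; Timing: dye 90 min, compound 20 min, room temperature; Measured by: kinetic FluxOR thallium fluorescence, 10-s 1-Hz baseline, 110-s post-stimulus read; Read-out: peak-minus-minimum fluorescence over initial fluorescence, negative-control normalized, B-scored.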
PolyA inhibitor – polyadenylation inhibitors in yeast reporter cells, primary screen, luminescence, S. cerevisiae; S. cerevisiae SKY197-pL101 polyadenylation reporter, beta-gal luminescence; efflux-impaired pdr1/pdr3 knockout yeast; score 100 = 6 SD above DMSO; calls only at 12 µM; hit rate 0.02% among 300,000; AID 1875, 2009;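 active = lowest replicate activity score at least 50, where 100 means six control SD above control mean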;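 also: yeast exposed to compound for 9 h at 30 °C; higher score means more reporter readthrough which indicates perturbed polyadenylation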
TRPC4 inh – inhibitors of mouse TRPC4 channel, primary screen, Fluo4 calcium, HEK293 TRPC4beta/mu-opioid cells; DAMGO-evoked Fluo4 calcium flux; active compounds read low; B-score at 10 µM; hit rate 0.39% among 300,000;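 active = B-score over 3 SD under the library average, no early fluorescence shift, positive overall ratio signal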
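Material: HEK293 cells with stable TRPC4beta plus mu-opioid receptor expression; probe or stimulus: DAMGO in two steps, submaximal then maximal; technique: Fluo4 calcium fluorescence by kinetic imaging, 5 s 1 Hz baseline; measure: integrated fluorescence ratio relative to baseline, converted to per-well B score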
hERG protect – hERG rescue from dofetilide block, primary screen, cell-based, CHO-hERG, FluxOR thallium flux, dofetilide IC70. dofetilide IC70 present. activation (rescue from dofetilide block), less the hit threshold, % at 10 µM. hit rate 0.51% among 310,000. AID 1511, 2009;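 active = activation above the mean of controls blocked by dofetilide plus 5 SD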;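 also: thallium influx through hERG after potassium depolarization seen as dye fluorescence rise; in these data hits start at about 4.7%; inactives centre near -7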
KCNQ1 block – inhibitors of human KCNQ1 channel, primary screen, cell-based, thallium flux, high-throughput; Potassium voltage-gated channel subfamily KQT member 1 (Homo sapiens), P51787; CHO-K1 KCNQ1, FluxOR thallium flux fluorescence; active compounds read high; B-score at 10 µM; hit rate 1.3% among 310,000; AID 2642, 2010;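 active = compounds whose thallium flux B-score, printed positive for inhibition, exceeds three library SD while starting fluorescence stays within three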;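 also: channel opened by potassium depolarization with thallium stimulus after 20 min compound exposure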
* marks the source's active call; other numbers are inactive results. This is a subset (hit frequency here may not be typical).

How did CN(c1ccccc1)S(=O)(=O)c1ccc(NC(=O)c2ccc(-c3ccccc3)cc2)cc1 do in these assays?
KCNK3 inh: inactive; TRPC4 act: inactive; KCNK9 block: inactive; TRPC4 potent: inactive; DYRK1A inh: 3.2; Platelet DG rel: -13.6; KCNQ1 pot: inactive; PolyA inhibitor: inactive; TRPC4 inh: inactive; hERG protect: -12.4; KCNQ1 block: inactive

Results for Cc1ccc(S(=O)(=O)Cc2ccc(C(=O)N3CCCCC3C)cc2)cc1 (stereo unspecified) ?
KCNK3 inh: inactive; TRPC4 act: inactive; KCNK9 block: inactive; TRPC4 potent: inactive; Platelet DG rel: 40.2; KCNQ1 pot: inactive; PolyA inhibitor: inactive; TRPC4 inh: inactive; hERG protect: -8.2; KCNQ1 block: inactive

Results for Cc1cc2c(cc1C)NC(c1cccnc1)C1=C(CC(C)(C)CC1=O)N2 (stereo unspecified) ?
KCNK3 inh: inactive; TRPC4 act: inactive; KCNK9 block: inactive; TRPC4 potent: inactive; DYRK1A inh: 8.4; Platelet DG rel: 9.6; KCNQ1 pot: inactive; PolyA inhibitor: inactive; TRPC4 inh: inactive; hERG protect: -5.5; KCNQ1 block: inactive

Results for N#Cc1ccc(OCC(O)CN2CCN(CC(O)COc3ccc(C#N)cc3)CC2)cc1 (stereo unspecified) ?
KCNK3 inh: inactive; TRPC4 act: inactive; KCNK9 block: inactive; TRPC4 potent: inactive; DYRK1A inh: -2.3; Platelet DG rel: 15.4; KCNQ1 pot: inactive; PolyA inhibitor: inactive; TRPC4 inh: inactive; hERG protect: -7.2; KCNQ1 block: inactive

Results for CCOC(=O)CNC(=O)/C=C/c1ccc2c(c1)OCO2 ?
KCNK3 inh: inactive; TRPC4 act: inactive; KCNK9 block: inactive; TRPC4 potent: inactive; DYRK1A inh: 22.2; Platelet DG rel: -2.3; KCNQ1 pot: inactive; PolyA inhibitor: inactive; TRPC4 inh: inactive; hERG protect: -4.0; KCNQ1 block: inactive

Results for CSc1ncccc1C(=O)OCc1cccc([N+](=O)[O-])c1 ?
KCNK3 inh: inactive; TRPC4 act: inactive; KCNK9 block: inactive; TRPC4 potent: inactive; Platelet DG rel: -8.7; KCNQ1 pot: inactive; PolyA inhibitor: inactive; TRPC4 inh: inactive; hERG protect: -7.7; KCNQ1 block: inactive

Results for Cc1c(CC(=O)O)c(=O)oc2cc3c(cc12)CCC(C)(C)O3 ?
KCNK3 inh: inactive; TRPC4 act: inactive; KCNK9 block: inactive; TRPC4 potent: inactive; DYRK1A inh: -2.3; Platelet DG rel: -10.1; KCNQ1 pot: inactive; PolyA inhibitor: inactive; TRPC4 inh: inactive; hERG protect: -2.1; KCNQ1 block: inactive

What do the screens show for `CC(=O)c1cccc(NC(=O)C(NC(C)C)c2ccccc2)c1` (stereo unspecified)?
KCNK3 inh: inactive; TRPC4 act: inactive; KCNK9 block: inactive; TRPC4 potent: inactive; DYRK1A inh: 2.9; Platelet DG rel: -0.1; KCNQ1 pot: inactive; PolyA inhibitor: inactive; hERG protect: -6.7; KCNQ1 block: inactive

How did CC1=NN(C(=O)Cc2ccccc2)C(O)(c2cccnc2)C1 (stereo unspecified) do in these assays?
KCNK3 inh: inactive; TRPC4 act: inactive; KCNK9 block: inactive; TRPC4 potent: inactive; DYRK1A inh: 16.2; Platelet DG rel: 2.8; KCNQ1 pot: inactive; PolyA inhibitor: inactive; TRPC4 inh: inactive; hERG protect: -5.1; KCNQ1 block: inactive

How did COc1ccc(-c2ccc(CCC(=O)O)n2CC(C)C)cc1 do in these assays?
KCNK3 inh: inactive; TRPC4 act: inactive; KCNK9 block: inactive; TRPC4 potent: inactive; DYRK1A inh: -6.7; Platelet DG rel: 4.7; KCNQ1 pot: inactive; PolyA inhibitor: inactive; TRPC4 inh: inactive; hERG protect: -5.5; KCNQ1 block: inactive

What do the screens show for `O=[N+]([O-])c1ccc(-n2nncc2-c2ccc(Cl)cc2)cc1`?
KCNK3 inh: inactive; TRPC4 act: inactive; KCNK9 block: inactive; TRPC4 potent: inactive; DYRK1A inh: -0.4; Platelet DG rel: 2.4; KCNQ1 pot: inactive; PolyA inhibitor: inactive; TRPC4 inh: inactive; hERG protect: -8.7; KCNQ1 block: inactive

How did Cc1ccc(Nc2oc(C)nc2C#N)cc1 do in these assays?
KCNK3 inh: inactive; TRPC4 act: inactive; KCNK9 block: inactive; TRPC4 potent: inactive; DYRK1A inh: -0.3; Platelet DG rel: -0.3; KCNQ1 pot: inactive; PolyA inhibitor: inactive; TRPC4 inh: inactive; hERG protect: 0.6; KCNQ1 block: inactive

How did O=C(c1ccc2nc(Cc3cccc(Cl)c3)oc2c1)N1CCC[C@H]1CO do in these assays?
KCNK3 inh: inactive; TRPC4 act: inactive; KCNK9 block: inactive; TRPC4 potent: inactive; DYRK1A inh: -4.2; Platelet DG rel: -2.6; KCNQ1 pot: inactive; PolyA inhibitor: inactive; TRPC4 inh: inactive; hERG protect: -5.0; KCNQ1 block: inactive

What do the screens show for `O=C(CCS(=O)(=O)c1ccccc1)Nc1cccc2c1C(=O)NC2=O`?
KCNK3 inh: inactive; TRPC4 act: inactive; KCNK9 block: inactive; TRPC4 potent: inactive; Platelet DG rel: 2.7; KCNQ1 pot: inactive; PolyA inhibitor: inactive; TRPC4 inh: inactive; hERG protect: -5.3; KCNQ1 block: inactive

How did O=C(COC(=O)Cc1ccc(-c2ccccc2)cc1)NCc1ccccc1 do in these assays?
KCNK3 inh: inactive; TRPC4 act: inactive; KCNK9 block: inactive; TRPC4 potent: inactive; DYRK1A inh: 3.1; Platelet DG rel: 4.1; KCNQ1 pot: inactive; PolyA inhibitor: inactive; TRPC4 inh: inactive; hERG protect: -0.6; KCNQ1 block: inactive

Results for FC(F)(F)c1ccccc1-n1c(-c2ccco2)n[nH]c1=S ?
KCNK3 inh: inactive; TRPC4 act: inactive; KCNK9 block: inactive; TRPC4 potent: inactive; DYRK1A inh: -1.8; Platelet DG rel: -14.5; KCNQ1 pot: inactive; PolyA inhibitor: inactive; TRPC4 inh: inactive; hERG protect: -5.6; KCNQ1 block: inactive

What do the screens show for `COc1ccc(/C=C2\SC(=S)N(CC(=O)NC3C=CS(=O)(=O)C3)C2=O)cc1` (stereo unspecified)?
KCNK3 inh: inactive; TRPC4 act: inactive; KCNK9 block: inactive; TRPC4 potent: inactive; DYRK1A inh: -7.3; Platelet DG rel: 4.8; KCNQ1 pot: inactive; PolyA inhibitor: inactive; TRPC4 inh: inactive; hERG protect: -5.6; KCNQ1 block: inactive

How did O=c1[nH]c2ccccc2n2c(C(F)(F)F)nnc12 do in these assays?
KCNK3 inh: inactive; TRPC4 act: inactive; KCNK9 block: inactive; TRPC4 potent: inactive; DYRK1A inh: 6.7; Platelet DG rel: -0.5; KCNQ1 pot: inactive; PolyA inhibitor: inactive; TRPC4 inh: inactive; hERG protect: -4.9; KCNQ1 block: inactive

How did COc1cccc(OCCc2c(C)n[nH]c2C)c1 do in these assays?
KCNK3 inh: inactive; TRPC4 act: inactive; KCNK9 block: inactive; TRPC4 potent: inactive; DYRK1A inh: -7.4; Platelet DG rel: 3.1; KCNQ1 pot: inactive; PolyA inhibitor: inactive; TRPC4 inh: inactive; hERG protect: -9.1; KCNQ1 block: inactive

What do the screens show for `CC(=O)N1CCN(c2ccc(NC(=O)c3ccc([N+](=O)[O-])cc3Cl)cc2)CC1`?
KCNK3 inh: inactive; TRPC4 act: inactive; KCNK9 block: inactive; TRPC4 potent: inactive; DYRK1A inh: -0.8; Platelet DG rel: 16.8; KCNQ1 pot: inactive; PolyA inhibitor: inactive; TRPC4 inh: inactive; hERG protect: -7.1; KCNQ1 block: inactive

How did C=CCSc1nnc(-c2cc3c(s2)-c2ccccc2CC3)o1 do in these assays?
KCNK3 inh: inactive; TRPC4 act: inactive; KCNK9 block: inactive; TRPC4 potent: inactive; DYRK1A inh: -0.6; Platelet DG rel: -16.8; KCNQ1 pot: inactive; PolyA inhibitor: inactive; TRPC4 inh: inactive; hERG protect: -9.4; KCNQ1 block: inactive

Results for Cc1cc(C)c(-c2c(O)c3ccccc3n(C)c2=O)c(C)c1 ?
KCNK3 inh: inactive; TRPC4 act: inactive; KCNK9 block: inactive; TRPC4 potent: inactive; Platelet DG rel: -6.6; KCNQ1 pot: inactive; PolyA inhibitor: inactive; TRPC4 inh: inactive; hERG protect: -9.8; KCNQ1 block: inactive

What do the screens show for `CN(c1ccccc1)c1cc(=O)[nH]c(=O)[nH]1`?
KCNK3 inh: inactive; TRPC4 act: inactive; KCNK9 block: inactive; TRPC4 potent: inactive; DYRK1A inh: -5.2; Platelet DG rel: 0.3; KCNQ1 pot: inactive; PolyA inhibitor: inactive; TRPC4 inh: inactive; hERG protect: -11.3; KCNQ1 block: inactive

Results for Cc1ccc(NC(=O)CSc2nncn2-c2ccccn2)cc1Cl ?
KCNK3 inh: inactive; TRPC4 act: inactive; KCNK9 block: inactive; TRPC4 potent: inactive; DYRK1A inh: 0.1; Platelet DG rel: 1.0; KCNQ1 pot: inactive; PolyA inhibitor: inactive; TRPC4 inh: inactive; hERG protect: -11.2; KCNQ1 block: inactive

Compound activity as filed in PubChem.
